Compound activity (PubChem)
GASC-1 inh: blocks human GASC-1 demethylase activity; Q9H3R0; GST-JMJD2C(1-420) H3K9me3 demethylation, DELFIA europium; inhibition, % at 2.35 µM; 330,000 tested, 0.069% active;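 active = more than half of a compound's replicate wells show inhibition beyond 50%, single wells judged on their own value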;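 note: signal counts dimethyl H3K9 product captured on neutravidin plate; 0% = median of DMSO wells and 100% = 0.3 times that DMSO median; strong numbers were not always called active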
Target sequence (Q9H3R0 1-420 limits assumed): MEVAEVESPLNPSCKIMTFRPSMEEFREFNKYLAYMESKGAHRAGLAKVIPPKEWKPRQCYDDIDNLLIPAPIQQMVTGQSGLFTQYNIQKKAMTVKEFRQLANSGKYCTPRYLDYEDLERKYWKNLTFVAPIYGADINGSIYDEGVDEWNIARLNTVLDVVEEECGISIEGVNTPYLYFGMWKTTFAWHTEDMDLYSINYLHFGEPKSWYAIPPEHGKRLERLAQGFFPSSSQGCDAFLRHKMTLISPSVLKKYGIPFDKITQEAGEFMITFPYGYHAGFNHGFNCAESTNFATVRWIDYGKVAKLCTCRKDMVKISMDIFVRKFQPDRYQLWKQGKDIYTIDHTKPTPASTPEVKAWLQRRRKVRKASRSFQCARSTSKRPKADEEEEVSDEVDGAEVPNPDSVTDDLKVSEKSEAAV
PP1 inh: counter-screen for PP5 inhibitors: inhibitors of human PP1-alpha; AID 2235; purified PP1alpha, OMFP fluorescence; inhibition, % at 6.7 µM; P62136; 320,000 tested, 0.9% active;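 active = inhibition above the mean inhibition of all tested compounds plus 3 SD, computed separately for each screening campaign, cut at about 15% in these data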
Target sequence (P62136 whole entry, looked up): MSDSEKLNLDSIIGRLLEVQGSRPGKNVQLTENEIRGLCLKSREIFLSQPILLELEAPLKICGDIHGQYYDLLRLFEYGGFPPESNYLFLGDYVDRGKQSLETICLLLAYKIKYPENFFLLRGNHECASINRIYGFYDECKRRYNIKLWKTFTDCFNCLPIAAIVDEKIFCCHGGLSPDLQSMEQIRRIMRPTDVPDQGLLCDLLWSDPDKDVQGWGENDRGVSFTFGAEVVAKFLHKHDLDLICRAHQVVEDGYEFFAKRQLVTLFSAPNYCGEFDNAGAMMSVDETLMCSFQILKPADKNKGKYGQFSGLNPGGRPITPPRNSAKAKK
VLA-4 inh: inhibition in a human VLA-4 binding assay. 330,000 tested, 0.2% active. AID 2557. inhibition, % (about 7 µM as worked out from the volumes in the protocol). P13612. VLA-4 expressing cells, ligand binding flow cytometry; in the data active = inhibition above about 50%
proCasp3 act: activates human procaspase-3; P42574; AID 463141; activation, % at 8.5 µM; recombinant procaspase-3 D3A, Ac-DEVD-pNA absorbance 405 nm; 330,000 tested, 0.11% active;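 active = activation above the mean of all tested compounds plus 3 SD, cut at about 21% in these data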;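 note: 0% = DMSO alone and 100% = DMSO wells spiked with extra 5 µM PC-3 D3A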
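Compound: 8.5 µM single point, 0.8% DMSO / Material: Autoprocessing-dead procaspase-3 D3A mutant enzyme / Timing: 1 h preincubation plus 2 h reaction at 25 °C / Medium: Zinc-free HEPES/NaCl buffer with 0.01% Triton X-100 at pH 7.4 / Technique: 405 nm absorbance of p-nitroaniline, reads at 0 and 120 min / Repeats: one well per compound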
PP5 inh: PP5 (human) phosphatase inhibition; P53041; purified PP5c, OMFP substrate fluorescence; inhibition, % at 6.7 µM; 320,000 tested, 0.18% active;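 active = inhibition above the campaign's mean inhibition across all tested compounds plus 3 SD, cut at about 9.5% in these data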;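 note: 0% = DMSO only and 100% = 100 µM cantharidin control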
GRK2 inh: inhibitors of human GRK2 displacing RNA aptamer | P25098 | bead flow cytometry, FAM-aptamer displacement from GRK2 | inhibition of aptamer binding, % at 10 µM | 330,000 tested, 0.59% active;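 active = inhibition of aptamer binding above 40%, roughly 3 SD of noise, on plates passing a quality check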;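 note: median bead fluorescence of bound FAM aptamer so fluorescent compounds give negative values; no value below 0 was filed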
proCasp7 act: counter-screen: procaspase-7 (human) activation | activation, % at 8.5 µM | 330,000 tested, 0.093% active | P55210 | recombinant procaspase-7, Ac-DEVD-pNA absorbance 405 nm; D23A/D198A/D206A triple mutant, cannot self-cleave; scale: DMSO 0, 5 µM enzyme 100;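 active = percent activation above the screen-wide mean plus 3 SD, cut at about 25% in these data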
Target sequence (P55210 whole entry D23A/D198A/D206A): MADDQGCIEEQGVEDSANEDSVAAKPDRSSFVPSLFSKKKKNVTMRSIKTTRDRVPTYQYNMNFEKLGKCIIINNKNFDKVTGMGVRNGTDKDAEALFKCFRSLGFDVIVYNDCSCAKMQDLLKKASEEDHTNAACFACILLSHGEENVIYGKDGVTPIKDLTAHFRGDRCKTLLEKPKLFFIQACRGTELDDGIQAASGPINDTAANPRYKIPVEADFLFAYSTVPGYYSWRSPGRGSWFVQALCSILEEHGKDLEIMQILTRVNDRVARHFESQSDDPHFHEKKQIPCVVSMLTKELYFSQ
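Test system: Procaspase-7 triple mutant (PC-7 D3A). Also added: Ac-DEVD-pNA substrate, 400 µM as added. Schedule: 1 h enzyme–compound preincubation and 2 h substrate reaction, both 25 °C. Signal: p-Nitroaniline absorbance at 405 nm, read at 0 and 120 min. Control set: low DMSO alone, high DMSO plus 5 µM PC-7.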
HCV core dimer: blocks dimerization of HCV core protein | 300,000 tested, 0.33% active | inhibition, % at 5 µM | TR-FRET GST/Flag-core106 dimerization, 1536-well;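 active = inhibition above the mean of all tested compounds plus 3 SD, set per screening campaign, cut at about 45% in these data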
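System: GST-tagged and Flag-tagged HCV core protein residues 1-106 / Input: core106 proteins, GST 13.5 nM and Flag 17 nM / Buffer or medium: KF-containing HEPES buffer, pH 7.45, DTT, CHAPS, BSA / Probe or stimulus: Eu-anti-GST and XL665-anti-Flag labelled anti-tag antibodies / Schedule: 4 h, 22.5 °C incubation / Technique: TR-FRET 671 and 617 nm emission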
CTSL1 counter: blocks F. hepatica cathepsin L1 in PFM18AAP counter-screen. 300,000 tested, 0.49% active. AID 1906. inhibition, % at 5.96 µM. recombinant F. hepatica cathepsin L1, Z-Leu-Arg-MCA fluorescence;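 active = inhibition above the mean of all tested compounds plus 3 SD, set per screening campaign, cut at about 17% in these data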;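 note: 0% = plate median of test compound wells and 100% = 1 µM Z-Phe-Ala-diazomethylketone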
Active calls of the source: *; · = not tested or not shown; & = joins results of further samples. Hits appear at their usual frequency; any-hit rate near 2.6%.

SMILES | GASC-1 inh | PP1 inh | VLA-4 inh | proCasp3 act | PP5 inh | GRK2 inh | proCasp7 act | HCV core dimer | CTSL1 counter
COC(=O)c1[nH]c2ccc(C)cc2c1NC(=O)CN1CCc2cc(OC)c(OC)cc2C1 | -2&4 | 1 | -8 | 12 | 1.9 | 1 | 7 | -1 | 2
O=C(c1cc(-c2ccc(Cl)cc2Cl)on1)N1CCOCC1 | 14 | -5 | 12 | -3 | 4.2 | 0 | 8 | 0 | -1
COc1ccc(-c2ccnc(SCC(=O)c3ccc(Cl)cc3)n2)cc1 | -6 | 2 | 9 | 3 | -0.7 | 3 | -8 | -2 | -4
COc1ccccc1/C=N/Nc1nncc2ccccc12 | 1 | 0 | 6 | 0 | 1.6 | 0 | 0 | -11 | 3
Cc1cccc(C)c1NC1=NCCCCC1 | 1 | -6 | 4 | -4 | 1.1 | 1 | 7 | -3 | 3
COc1cccc(OCC(=O)NNC(=S)Nc2ccc(Cl)cc2Cl)c1 | 2 | 1 | -2 | 6 | 0.7 | 0 | -13 | 3 | 0
CC(=O)NS(=O)(=O)c1ccc(NS(=O)(=O)c2ccc3ccccc3c2)cc1 | -6 | 2 | -2 | 2 | 2.5 | 4 | -11 | -3 | -3
CCOC(=O)CNC1CC(=O)N(c2cccc(Cl)c2)C1=O (stereo not drawn) | 10 | 4 | -5 | -9 | 0.3 | 0 | 10 | -1 | -3
O=c1[nH]c2cc3c(cc2cc1CN(Cc1cccnc1)C(=S)NCc1ccco1)OCCO3 | -1 | -1 | -14 | -20 | -2.6 | 6 | -26 | 4 | 9
COc1ccc(/C=N/Nc2nc(N3CCCC3)nc(N3CCCC3)n2)c(OC)c1OC | -11 | -2 | 29 | -7 | 2.0 | 5 | 11 | -5 | 3
Cc1cc(S(=O)(=O)N2CCOCC2)ccc1OCC(=O)NCC1CCCO1 (stereo not drawn) | 13 | -1 | 1 | -7 | 0.8 | 1 | 0 | -5 | -2
CC(=O)Nc1ccc(NC(=O)Cc2sc(C)nc2-c2ccc(C)cc2)cc1 | 22 | 0 | 3 | -1 | 0.3 | 2 | 9 | -4 | -4
O=C(NCCCO)c1c(O)c2cccc3c2n(c1=O)CCC3 | 0 | -1 | 2 | -1 | 2.8 | 0 | 11 | -6 | 0
Cc1ccc(C(=O)CC2(O)C(=O)N(Cc3ccccc3Cl)c3ccccc32)o1 (stereo not drawn) | -15 | 3 | 4 | -4 | 1.8 | 1 | 9 | 6 | 2
CS(=O)(=O)N1c2ccccc2[C@@]2(Br)C[C@H]3C(=O)N[C@@H](Cc4ccccc4)C(=O)N3[C@@H]12 | -18 | 0 | 11 | 0 | 2.4 | 10 | -5 | -16 | -3
Cc1cc(C)cc(OCC(=O)O/N=C(\N)c2ccccn2)c1 | -5 | 0 | 1 | 13 | 0.5 | 0 | 4 | -1 | -12
O=C(Nc1ccccc1)c1cn2ccccc2n1 | 5 | -4 | 9 | 1 | -2.1 | 0 | 3 | -1 | 0
CCc1cccc(NC(=O)CCCSc2nc3ccccc3[nH]2)c1 | 10 | 2 | 5 | 1 | 2.7 | 0 | 5 | 4 | -3
Cc1nc2c(C)cccn2c(=O)c1NC(=O)c1ccco1 | 85 | 0 | 21 | 13 | -0.2 | 29 | 7 | -5 | -5
COc1ccc(NC(=O)c2cccs2)cc1O | 5 | -2 | -7 | 1 | 0.6 | 0 | 4 | -11 | -2
O=S(N1CCc2ccccc21)C12CC3CC(CC(C3)C1)C2 (stereo not drawn) | -9 | -1 | 3 | 7 | 1.4 | 1 | 5 | 7 | -2
CSc1ccccc1OCc1cc(C(=O)N2CCN(c3ccccc3)CC2C)no1 (stereo not drawn) | -9 | 5 | -27 | 8 | 2.8 | 1 | -4 | 14 | 5
Cc1ccc(C(=O)NCC(=O)NCC(=O)OCC(=O)c2ccc(F)cc2)cc1 | 8 | -3 | 9 | -1 | -3.3 | 0 | 0 | -3 | -4
CC(=O)Nc1ccc(NC(=O)CSc2ccc(-c3ccc4c(c3)OCO4)nn2)cc1 | -5 | 0 | 9 | -11 | -1.6 | 1 | -4 | -5 | 1

The closing 3 compounds of the part before come first, to join the parts:
SMILES | GASC-1 inh | PP1 inh | VLA-4 inh | proCasp3 act | PP5 inh | GRK2 inh | proCasp7 act | HCV core dimer | CTSL1 counter
CSc1ccccc1OCc1cc(C(=O)N2CCN(c3ccccc3)CC2C)no1 (stereo not drawn) | -9 | 5 | -27 | 8 | 2.8 | 1 | -4 | 14 | 5
Cc1ccc(C(=O)NCC(=O)NCC(=O)OCC(=O)c2ccc(F)cc2)cc1 | 8 | -3 | 9 | -1 | -3.3 | 0 | 0 | -3 | -4
CC(=O)Nc1ccc(NC(=O)CSc2ccc(-c3ccc4c(c3)OCO4)nn2)cc1 | -5 | 0 | 9 | -11 | -1.6 | 1 | -4 | -5 | 1
COC(=O)C(CC(=O)c1ccc(C)cc1)n1nc(C)cc1C (stereo not drawn) | -6 | 1 | -8 | 1 | -0.2 | 0 | -6 | -3 | 0
C/C(=N/N=C(/C)c1cccs1)c1cccs1 | -9 | -19 | 6 | 7 | 5.3 | 0 | 3 | -8 | -8
O=[N+]([O-])c1cccc(CP(=O)(c2ccccc2)c2ccccc2)c1 | 2 | 5 | 6 | 6 | 2.7 | 1 | -6 | · | ·
Cc1cc(S(=O)(=O)Nc2ccc(F)cc2)c(C)s1 | -2 | -1 | 0 | 1 | -1.1 | 0 | -1 | 3 | -3
O=C(NCCCc1ccccc1)c1cc(COc2c(F)cccc2F)on1 | 6 | 2 | -100 | -11 | 0.8 | 0 | -7 | 3 | 1
Cc1ccc(C(C)C)c(OCCCCCN2CCOCC2)c1 | -6 | 3 | 13 | -6 | 1.3 | 0 | 5 | -5 | -1
Cc1nc(NC(=O)c2cc3c(C)nn(-c4ccccc4)c3s2)sc1C(=O)Nc1ccccc1 | -3 | 0 | 5 | -12 | 1.1 | 0 | -4 | 0 | 0
COc1ccc(CN2CC(=O)N(c3cccc(Cl)c3)C2=S)cc1OC | 9 | -2 | 18 | -11 | 5.1 | 1 | -15 | -2 | -1
COc1ccc(C2=NOC(Cn3nc(C(=O)NCc4ccc5c(c4)OCO5)cc3-c3ccccc3)C2)cc1 (stereo not drawn) | -9 | 6 | 15 | 0 | 2.2 | 0 | -2 | 19 | -1
CC(=O)Nc1ccc(Cc2nc3ccccc3[nH]2)cc1 | -9 | -2 | -1 | -14 | -1.0 | 2 | -1 | -3 | -1
COc1ccc(NC(=O)CSc2nc3c(c(=O)n2-c2ccccc2OC)SCC3)cc1 | -10 | 4 | 12 | 11 | 4.2 | 5 | 3 | 8 | -2
CCc1nnc(NC(=S)Nc2ccccc2)s1 | -8 | 2 | 3 | -4 | -0.4 | 0 | -15 | -9 | -1
O=C(NC1CCCCC1)c1cc(Cl)ccc1[N+](=O)[O-] | -11 | -2 | 8 | -7 | -1.0 | 3 | 3 | 0 | 4
CC(=O)c1cccc(N2Cc3ccccc3C2=NC(=O)CCl)c1 | 10 | 2 | -4 | -1 | -0.3 | 0 | -6 | 5 | 77*
O=C(NCc1cccs1)c1cc(-c2ccccc2)nn1CC1CC(c2cccnc2)=NO1 (stereo not drawn) | 0 | -2 | 4 | 3 | 0.4 | 3 | -1 | -2 | -1
CCOC(=O)N1CCN(S(=O)(=O)N2CCCC(C(=O)NCCc3ccc(C)cc3)C2)CC1 (stereo not drawn) | 24 | -7 | -3 | 6 | -1.2 | 0 | 5 | 2 | -4
O=C(CCN1C(=O)NC2(CCCC2)C1=O)Nc1ccc(-c2nc3ccccc3s2)cc1 | · | 2 | -128 | -10 | 0.7 | 0 | -15 | · | ·
COc1ccc(C2CC(c3ccccc3)=NN2C(=O)COC(=O)c2cccnc2Cl)cc1 (stereo not drawn) | 8 | 2 | 18 | 4 | 0.8 | 3 | -2 | 4 | -1
COc1ccc(OCC(=O)N2N=C(C)CC2(O)C(F)(F)F)cc1 (stereo not drawn) | 22 | -1 | 9 | 1 | -1.0 | 4 | 7 | 0 | -8
Cc1sc(NC(=O)c2cc3ccccc3oc2=O)c(C(=O)OC(C)C)c1-c1ccccc1 | 3 | 0 | 0 | 11 | 0.4 | 0 | -3 | -4 | 0
Cc1nn(-c2ccccc2)c(Cl)c1/C=N/NC(=O)c1[nH]ncc1Br | 4 | 2 | 6 | 2 | 2.2 | 2 | -6 | -8 | 0
CCOc1ccc(S(=O)(=O)NCC2CCCO2)cc1NC(=O)c1ccccc1F (stereo not drawn) | 3 | 0 | 15 | -2 | 1.9 | 0 | -1 | 5 | -1
Cc1cc(Cl)c(OCCOCCN2CCCC(C)C2)c(Br)c1 (stereo not drawn) | -5 | 4 | -1 | 2 | -1.3 | 0 | 12 | -3 | 0
COc1ccccc1N(CCC#N)C(=O)CSc1nc(-c2ccccc2)cn1N | -10 | -1 | 30 | -4 | 1.0 | 2 | -5 | 2 | 2
CC(C)C(=O)N1CCN(c2ccccc2NC(=O)Cc2ccc(Cl)cc2)CC1 | 5 | -3 | 4 | 0 | -3.3 | 1 | 7 | 3 | -1
Cc1ccc(S(=O)(=O)N2CCN(C(=O)c3cc(-c4cccs4)nn3-c3ccccc3)CC2)cc1 | -3 | -2 | -11 | 7 | 0.9 | 0 | -4 | -4 | 2
COCCOC(=O)c1c(NC(=O)CN(C)c2ccccc2)sc(C(N)=O)c1C | 2 | 2 | -9 | 10 | -0.4 | 4 | 13 | 4 | -1
O=C(N/C(=C\c1ccccc1)C(=O)N1CCCCC1)c1ccc(Br)o1 | 9 | -2 | -19 | -5 | 2.3 | 2 | 1 | -1 | 1
O=c1c2c(n3cnnc3n1-c1ccccc1)-c1ccccc1CC21CCCCC1 | -1 | 0 | 14 | -10 | 0.8 | 4 | 0 | 9 | -2
Nn1c(SCC(=O)N2CCOCC2)nnc1-c1ccc(Cl)cc1Cl | -2 | -1 | 9 | 6 | 0.9 | 2 | 1 | -6 | -2
CC(C)(C)c1ccc(C(=O)Nc2ccc(C=C(C#N)C#N)cc2)cc1 | 1 | 3 | 22 | 4 | 4.1 | 2 | 0 | 7 | 2
O=P(O)(O)CCP(=O)(c1ccccc1)c1ccccc1 | 3 | -4 | 1 | -4 | -1.0 | 9 | 7 | 1 | 1
O=C(COc1ccc([N+](=O)[O-])cc1)Nc1ccc(N2CCCC2)cc1 | 7 | 0 | 2 | 0 | -0.8 | 1 | 6 | 9 | 3
N#Cc1nc(COc2ccccc2)oc1N1CCC(Cc2ccccc2)CC1 | -2 | 0 | -4 | -12 | -1.1 | 0 | 4 | 2 | -3
COCCc1ccc(OCC(O)CNC(C)C)cc1 (stereo not drawn) | 13 | 1&-2 | 7&33&10 | 9&2&2 | -0.2&-0.8 | 4&2&5 | 6&2&13 | -6&-9 | 7&1
